High-throughput results as filed in PubChem BioAssay.
PI4K2A inh: blocks human PI4K2A kinase activity | Q9BTU6 | purified PI4K2A, ADP-Glo luminescence, 1 h; active compounds read low | activity change, negative = inhibition, % at 76.9 µM | actives 0.13% (n = 420,000) | AID 1346378; in the data active = activity change below about -50%; inconclusive = mostly about -30% to -49%;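 also: -100% = wells without enzyme as full effect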
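In this quantitative HTS, ADP production by PI4K2A was quantified luminescently after 1 h at ambient temperature; 100 microM adenosine served as plate-quality control.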
RGS4 inhibitor: blocks human RGS4-accelerated GTP hydrolysis. P49798. Transcreener GDP fluorescence polarization, RGS4-accelerated GTP hydrolysis. Potency, µM (highest dose often 114 µM), for the others: at the top dose activity change, negative = inhibition, hits mostly inhibitors. actives 0.039% (n = 390,000); also: potency is read from the fitted curve at half-maximal effect; % is scaled to controls: 0 for no effect and ±100 for the full control effect; nearly all actives have a fitted effect of over 75% in size; some results filed as inactive show a strong effect at the top dose
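MLSMR compounds (23 nl, pin-transferred) preincubated 10 min at room temperature with a 500nM (2x) first reagent, then RGS4 at 900nM (2x) plus Transcreener GDP mix added; fluorescence polarization (620/688 nm) read before and after 90 min at 30 °C.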
G9a block: G9a (human) methyltransferase inhibition; Q96KQ7; G9a H3K9 monomethylation, AlphaScreen, 2 h; actives 8.8% (n = 350,000); Potency, µM (doses to about 102 µM), inactives show top-dose activity, negative = inhibition, hits mostly inhibitors; AID 504332; also: potency is read from the fitted curve at half-maximal effect; % is scaled to controls: 0 for no effect and ±100 for the full control effect; nearly all actives have a fitted effect of over 75% in size
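Step 1: enzyme (final 20 nM) with compound, 15 min RT. Step 2: substrate peptide 500 nM and SAM 20 uM, 2 h RT. Step 3: anti-H3K9me1 antibody and AlphaScreen beads, 10 min, then plate read.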
12-LOX inh: inhibitors of human 12S-lipoxygenase ALOX12; P18054; actives 1.1% (n = 580,000); Potency, µM (doses to about 108 µM), for inactives: at the top dose activity change, negative = inhibition, usual class: inhibitors; purified 12hLO, xylenol orange hydroperoxide absorbance; also: potency is read from the fitted curve at half-maximal effect; % is scaled to controls: 0 for no effect and ±100 for the full control effect
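Purified human 12hLO at 150 nM in 25 mM Hepes, 0.01% Triton X-100, pH 7.0, preincubated 15 min at room temperature with compound. Reaction started with 40 uM arachidonic acid, 30 min at room temperature. Hydroperoxide measured by Fe-xylenol orange, 573/405 nm absorbance ratio.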
JMJD2A Tudor: inhibitors of human JMJD2A Tudor domain. O75164. AID 504339. AlphaScreen JMJD2A-Tudor / H3K4me3 peptide binding. actives 4.4% (n = 390,000). Potency, µM (highest dose often 114 µM), inactives show at the highest dose activity change, negative = inhibition, usual class: inhibitors; also: potency is read from the fitted curve at half-maximal effect; % is scaled to controls: 0 for no effect and ±100 for the full control effect; nearly all actives have a fitted effect of over 50% in size
HP1b binding inh: inhibitors of HP1-beta chromodomain binding to methylated histone tails. P83916. AlphaScreen HP1-beta / biotin-H3K9me3 peptide binding. Potency, µM (series often up to 114 µM), for inactives: at the top dose activity change, negative = inhibition, most hits filed as inhibitors. actives 0.56% (n = 390,000). AID 540317; also: potency is read from the fitted curve at half-maximal effect; nearly all actives have a fitted effect of over 70% in size; inactives centre near 23
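HP1-beta protein (50 nM final) preincubated 30 min at room temperature with biotinylated H3(1-18)K9me3 peptide (50 nM) in PBS pH 7.4, 0.01% Tween-20, then compound added for 30 min. AlphaScreen streptavidin donor/nickel chelate acceptor beads (10 ug/mL final), 30 min dark, luminescence read.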
BAZ2B block: BAZ2B (human) inhibition; actives 4.4% (n = 360,000); Potency, µM (top dose mostly 114 µM), inactives show at the highest dose activity change, negative = inhibition, most hits filed as inhibitors; AlphaScreen BAZ2B-H3K14Ac peptide displacement; also: potency is read from the fitted curve at half-maximal effect; % is scaled to controls: 0 for no effect and ±100 for the full control effect; nearly all actives have a fitted effect of over 60% in size
Target sequence (Q9UIF8 whole entry, looked up): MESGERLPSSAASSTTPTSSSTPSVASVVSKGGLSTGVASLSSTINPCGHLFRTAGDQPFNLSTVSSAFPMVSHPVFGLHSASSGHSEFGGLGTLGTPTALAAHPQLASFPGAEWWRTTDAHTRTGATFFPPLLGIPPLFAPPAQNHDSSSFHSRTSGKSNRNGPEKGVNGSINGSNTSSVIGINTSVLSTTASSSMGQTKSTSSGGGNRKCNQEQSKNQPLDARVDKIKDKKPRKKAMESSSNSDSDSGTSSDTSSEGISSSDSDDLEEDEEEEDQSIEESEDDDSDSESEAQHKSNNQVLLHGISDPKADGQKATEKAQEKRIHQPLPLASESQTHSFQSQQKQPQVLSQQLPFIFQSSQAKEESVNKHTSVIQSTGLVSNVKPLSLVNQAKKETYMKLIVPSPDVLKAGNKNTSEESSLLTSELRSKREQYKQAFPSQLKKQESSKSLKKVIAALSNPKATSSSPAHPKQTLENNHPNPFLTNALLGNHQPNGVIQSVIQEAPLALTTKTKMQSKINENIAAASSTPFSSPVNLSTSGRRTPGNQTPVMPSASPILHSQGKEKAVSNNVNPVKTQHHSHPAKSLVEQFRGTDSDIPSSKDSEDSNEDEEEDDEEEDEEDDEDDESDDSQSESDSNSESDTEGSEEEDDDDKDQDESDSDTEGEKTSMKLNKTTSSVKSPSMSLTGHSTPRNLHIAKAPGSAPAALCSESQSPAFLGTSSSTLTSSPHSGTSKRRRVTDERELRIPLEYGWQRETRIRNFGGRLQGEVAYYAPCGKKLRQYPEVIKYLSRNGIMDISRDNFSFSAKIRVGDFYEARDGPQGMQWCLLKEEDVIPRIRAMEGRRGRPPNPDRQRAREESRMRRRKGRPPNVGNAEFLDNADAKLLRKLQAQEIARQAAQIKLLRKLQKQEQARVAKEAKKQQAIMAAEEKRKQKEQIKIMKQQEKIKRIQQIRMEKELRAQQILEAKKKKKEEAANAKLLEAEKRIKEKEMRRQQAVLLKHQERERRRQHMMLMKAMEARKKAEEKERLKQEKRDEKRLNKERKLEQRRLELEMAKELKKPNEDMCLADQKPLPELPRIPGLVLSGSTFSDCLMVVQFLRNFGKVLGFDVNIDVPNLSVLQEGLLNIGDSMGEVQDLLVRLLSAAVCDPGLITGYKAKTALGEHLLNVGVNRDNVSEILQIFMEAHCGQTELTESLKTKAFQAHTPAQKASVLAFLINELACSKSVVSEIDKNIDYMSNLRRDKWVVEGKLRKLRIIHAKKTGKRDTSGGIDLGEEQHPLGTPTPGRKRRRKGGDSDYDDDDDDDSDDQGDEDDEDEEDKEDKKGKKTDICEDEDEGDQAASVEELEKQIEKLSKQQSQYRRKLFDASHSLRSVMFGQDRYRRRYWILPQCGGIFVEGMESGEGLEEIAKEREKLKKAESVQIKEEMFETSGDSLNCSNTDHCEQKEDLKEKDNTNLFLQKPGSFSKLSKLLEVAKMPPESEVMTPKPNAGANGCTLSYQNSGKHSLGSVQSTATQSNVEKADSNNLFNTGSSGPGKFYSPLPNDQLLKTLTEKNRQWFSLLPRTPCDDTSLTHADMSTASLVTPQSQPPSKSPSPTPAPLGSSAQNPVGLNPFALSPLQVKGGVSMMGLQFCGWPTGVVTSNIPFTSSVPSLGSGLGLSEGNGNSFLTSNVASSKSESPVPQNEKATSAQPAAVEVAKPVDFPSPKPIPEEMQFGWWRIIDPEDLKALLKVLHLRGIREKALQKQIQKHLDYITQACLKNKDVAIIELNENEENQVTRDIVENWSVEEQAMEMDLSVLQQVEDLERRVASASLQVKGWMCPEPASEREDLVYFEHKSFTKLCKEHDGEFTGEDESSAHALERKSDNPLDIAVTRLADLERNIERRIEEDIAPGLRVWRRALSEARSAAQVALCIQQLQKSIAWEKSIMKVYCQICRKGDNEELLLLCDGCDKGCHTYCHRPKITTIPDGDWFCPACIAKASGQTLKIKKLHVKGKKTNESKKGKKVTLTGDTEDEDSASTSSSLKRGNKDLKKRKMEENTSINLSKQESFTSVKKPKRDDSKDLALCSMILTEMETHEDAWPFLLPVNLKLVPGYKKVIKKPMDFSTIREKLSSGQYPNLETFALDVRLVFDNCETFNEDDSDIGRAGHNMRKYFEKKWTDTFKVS
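AlphaScreen displacement: compounds (up to 110uM) incubated 30 min at room temperature with a preformed 50 nM BAZ2B/50 nM biotinylated H3K14Ac peptide complex in PBS pH 7.4 with Tween-20. Donor and acceptor beads at 10 ug/mL final added, 20 min light-protected before reading.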
GLS inhibitor: glutaminase GLS (human) inhibition. AID 624170. Potency, µM (doses to about 45.5 µM), without a hit: top-dose activity change, negative = inhibition, hits mostly inhibitors. GLS enzymatic activity, qHTS titration. O94925. actives 0.21% (n = 410,000); also: potency is read from the fitted curve at half-maximal effect; % is scaled to controls: 0 for no effect and ±100 for the full control effect
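Assay buffer: 45 mM KH2PO4 pH 8.2, 0.02% Tween-20. hKGA acts on L-glutamine (1 mM solution added); product glutamate is reported by an oxidase/peroxidase Amplex Red coupling, with fluorescence taken at baseline and 30 min.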
ERG-DNA inh: blocks human ERG Ets domain binding to DNA | actives 0.028% (n = 370,000) | fluorescence polarization, His-ERG Ets domain / labelled DNA | Potency, µM (titrated, usually from 76.9 µM), inactives show at the top dose FP activity, negative = inhibition, most hits filed as inhibitors; active = well fitted inhibition curve with a large enough effect in the polarisation, with a control signal flat; inconclusive = small, poorly fitted or top-dose-only effect, or effect the other way, or a change in a side signal; inactive = no such curve, though single readings can be large or run the other way; the % refers to the polarisation;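 also: polarization taken with two DNA probes labelled with fluorescein and Texas red; potency is read from the fitted curve at half-maximal effect; % of control where 0% means no effect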
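His-tagged ERG Ets domain (1 uM in the protein solution; 300mM KCl, 50mM Tris-HCl, 1mM EDTA, 1mM DTT, pH 7.5) received compound, then a probe mix of 5 nM fluorescein-DNA and 100nM Texas-615-DNA. Fluorescence polarization was read for both dyes.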
* marks the source's active call; other numbers are inactive results; i = inactive; u = inconclusive; x = no result given; [ ] = remark or other dose. Unless noted, calls follow the shape of the dose curve; as a rule, active = well fitted curve in the direction sought with a large enough effect; inconclusive = small, poorly fitted or top-dose-only effect, or another doubt; inactive = no such curve, though single readings can be large; an effect the other way counts as inactive or inconclusive. These rows are one share of the data; the hit share may differ from the screen's.

G9a block	HP1b binding inh	12-LOX inh	RGS4 inhibitor	JMJD2A Tudor	PI4K2A inh	BAZ2B block	GLS inhibitor	ERG-DNA inh	Structure
34%	54%[activator]	-10%	-2%	-30%	0	7%	-3%	3%	O=c1[nH]c(-c2ccccn2)cc2ccccc12
26%[59 µM]	35%[activator]	0%	8%	-13%	2	11%	2%	2%	CCOC(=O)CNC(=O)Nc1cccc(Cl)c1C
-12%	31%	-14%	-43%	-7%	-2	-5%	-15%	2%	O=C(Cc1ccccc1)N1CCCC(c2nc(-c3cccs3)no2)C1 (stereo not drawn)
18%	31%	496%[activator]	-22%	-4%	6	-17%	0%	0%	O=C(Cn1cccn1)N1CCCC(N2CCN(c3cccc(C(F)(F)F)c3)CC2)C1 (stereo not drawn)
x	-7%	u	-13%	-21%	u	x	16%	x	O=C1C=C(Nc2cccnc2)c2ccccc2C1=O
-20%	35%	-7%	-17%	-1%	0	-8%	-2%	7%	Cc1ccc(S(=O)(=O)NC2=NCCCCC2)cc1
19%[59 µM]	17%	1%	15%	-9%	-28	-2%	6%	0%	O=C(Nc1ccc([N+](=O)[O-])cc1)c1ccccc1
35%[12.7 µM]	42%[activator]	-2%	-30%	-5%	-3	-3%	-13%	-4%	CSc1nc2cc(F)c(F)cc2n1C
22%	5%	-4%	14%	-17%	1	-37%	20%	1%	CC(=O)c1ccc(N2CCN(CC(=O)Nc3ccc4c(c3)OCCO4)CC2)cc1
x	u	u	4%	40µM*	-6	x	8.9µM*	3%	CC(C)C[C@@H](CNCC(=O)[C@H](Cc1c[nH]c2ccccc12)NC(=O)c1[nH]cnc1C(=O)N[C@H](CN)CC(C)C)NC(=O)c1nc[nH]c1C(=O)N[C@@H](CC(=O)O)C(=O)O
1%[12.7 µM]	19%	13%	-15%	0%	0	1%	-8%	11%	O=C(NCCC1=CCCCC1)c1cc(S(=O)(=O)N2CCCCC2)ccc1Cl
x	33%	5%	0%	-20%	8	-4%	-5%	3%	NS(=O)(=O)c1ccc(CCNS(=O)(=O)c2ccc3c(c2)NC(=O)CO3)cc1
-17%	14%	-6%	-18%	-8%	-3	10%	1%	-1%	CCOC(=O)c1ccccc1NC(=O)COC(=O)C1CCN(S(=O)(=O)c2ccccc2C(=O)OC)CC1
x	29%	-2%	7%	-31%	-4	x	7%	9%	C[C@H](CO)N1C[C@H](C)[C@@H](CN(C)CC2CCCCC2)Oc2c(NC(=O)CCC(F)(F)F)cccc2C1=O
3%[59 µM]	21%	-24%	3%	-9%	0	-17%	0%	2%	Cc1nc2ccn(Cc3ccccc3)c(=O)c2cc1C(=O)N1CCN(c2ccccc2F)CC1
12%	6%	3%	-18%	-7%	2	-16%[57.1 µM]	2%	-2%	CCN(c1cccc(C)c1)S(=O)(=O)c1ccc(-c2coc(C)n2)cc1
-2%[12.7 µM]	3%	-24%	-2%	-5%	5	-26%	2%	0%	CC(=O)c1ccc(NC(=O)C(Cc2ccccc2)NC(=O)c2ccco2)cc1 (stereo not drawn)
-31%	26%	u	-11%	-12%	5	2%	-19%	2%	CCC1(C)Cc2ccccc2-c2[nH][nH]c(=O)c21 (stereo not drawn)
22%[59 µM]	34%[activator]	212%[activator]	16%	2%	5	-15%	-13%	8%	Cc1c(N(C(=O)c2ccccn2)C2(C(=O)NC3CCCCC3)CCCCC2)c(=O)n(-c2ccccc2)n1C
11%	27%	180%[activator]	2%	-9%	-3	-21%	-4%	-3%	CC(=O)c1ccc(Sc2ccccn2)c([N+](=O)[O-])c1
u	26%	1%	-19%	-1%	-2	5%	-3%	24%	O=C(Nc1ccc(F)cc1)c1ccc(S(=O)(=O)N2CCCC2)cc1
-3%	16%	-1%	0%	-11%	-4	0%	-1%	3%	Cc1ccc(S(=O)(=O)N2CC(O)CC2C(=O)O)cc1 (stereo not drawn)
-2%[2.33 µM]	17%	285%[activator]	-14%	-14%	u	u	9%	-12%	Cc1ccc(NC2=CC(=O)C(=O)c3ccccc32)c(C)c1
12%	58%[activator]	-20%	-46%	6%	1	-3%	4%	-3%	CSc1nsc(SCC(=O)Nc2ccccc2)n1
x	6%	7%	0%	-16%	3	1%	3%	-3%	CCn1c(C)nnc1SCC(=O)Nc1cccc(C(F)(F)F)c1
9%[59 µM]	61%[activator]	-3%	19%	10%	-4	22%	6%	0%	COc1cccc(OCc2nc3ccccc3n2CCOc2ccccc2)c1
-18%[0.501 µM]	-11%	u	22%	-32%	0	-5%	-13%	-5%	COc1ccc(NC(=O)CN(C)C(=O)c2cn(-c3ccccc3)nc2-c2ccc(Cl)cc2)cc1
10%	1%	11%	-7%	-14%	1	9%	3%	4%	Cc1ccc(S(=O)(=O)N(C)C)cc1NC(=O)C(C)NC(C)c1cccs1 (stereo not drawn)
5%	46%[activator]	0%	0%	5%	3	-2%[57.1 µM]	-4%	8%	Cc1nc(SCC(=O)Nc2cccc(C(=O)O)c2)n[nH]1
x	22%	3%	28%	-8%	1	-1%	-1%	-6%	O=C(c1ccco1)N1CCCN(Cc2nc(-c3cccs3)no2)CC1
7%[12.7 µM]	28%	u	10%	u	-1	2%	-1%	5%	COC(=O)c1ccc(Nc2cc(C)nc(-c3ccccc3O)n2)cc1
x	22%	18%	35%	-25%	-1	x	12%	-7%	Cc1cc(Br)ccc1NC(=O)CN(C)C(=O)C1CCN(c2ncnc3sc(C)c(C)c23)CC1
18%[59 µM]	72%[activator]	1%	17%	34%	-1	16%	-2%	x	Cc1cccc(C(=O)O/N=C2/CC3CCC2(C)C3(C)C)c1 (stereo not drawn)
u	20%	7%	19%	-7%	-8	u	6%	3%	O=C(O/N=C(\c1ccccc1)c1ccccn1)c1cccc2ccccc12
20%[59 µM]	64%[activator]	4%	-22%[56.9 µM]	-25%	3	1%	-16%	1%	Cc1cccc(N2C(=O)c3ccc(C(=O)Nc4c[nH]c(=O)[nH]c4=O)cc3C2=O)c1
-11%	21%	i	5%	-8%	-1	0%	1%	-1%	Cc1cc(Br)ccc1NC(=S)N1CCOCC1
13%	33%	0%	23%	-7%	2	5%	6%	13%	Clc1cc(Br)ccc1NCc1cccnc1
-7%	6%	-4%	20%	-8%	-6	2%	3%	-9%	CC1(c2ccccc2Cl)NC(=O)N(CC(=O)NCc2ccc3c(c2)OCO3)C1=O (stereo not drawn)
20µM*	20%	u	-29%	u	-8	-23%	-9%	5%	CC(=O)/C(C#N)=C1\NC(=O)C(Cc2ccccc2C)S1 (stereo not drawn)
u	4%	2%	4%	-18%	-5	-7%	-12%	x	CCN(CC)C(=O)CSc1nc2ccc(NC(=O)CSc3nccn3C)cc2s1
10%[12.7 µM]	32%	7%	9%	-4%	-1	-16%	6%	-1%	CCc1ccccc1NC(=O)Nc1cc(C(=O)NCc2cccc(F)c2)ccc1N1CCCC1
6%[12.7 µM]	6%	0%	6%	-16%	4	7%	7%	3%	Cc1ccccc1C(=O)NC1CC(C)(C)NC(C)(C)C1
x	-3%	u	-1%	u	-10	x	0%	-6%	Cc1ccc(N=Cc2cc3c(cc2[N+](=O)[O-])OCO3)cc1[N+](=O)[O-]
x	46%[activator]	-2%	10%	-14%	-3	-2%	-1%	-4%	CCCn1nnnc1NCc1ccc(F)cc1

A different layout for 9 compounds above.
The line under a structure holds: G9a block | HP1b binding inh | 12-LOX inh | RGS4 inhibitor | JMJD2A Tudor | PI4K2A inh | BAZ2B block | GLS inhibitor | ERG-DNA inh
COc1cccc(OCc2nc3ccccc3n2CCOc2ccccc2)c1
→ 9%[59 µM] | 61%[activator] | -3% | 19% | 10% | -4 | 22% | 6% | 0%
COc1ccc(NC(=O)CN(C)C(=O)c2cn(-c3ccccc3)nc2-c2ccc(Cl)cc2)cc1
→ -18%[0.501 µM] | -11% | u | 22% | -32% | 0 | -5% | -13% | -5%
Cc1ccc(S(=O)(=O)N(C)C)cc1NC(=O)C(C)NC(C)c1cccs1 (stereo not drawn)
→ 10% | 1% | 11% | -7% | -14% | 1 | 9% | 3% | 4%
Cc1nc(SCC(=O)Nc2cccc(C(=O)O)c2)n[nH]1
→ 5% | 46%[activator] | 0% | 0% | 5% | 3 | -2%[57.1 µM] | -4% | 8%
O=C(c1ccco1)N1CCCN(Cc2nc(-c3cccs3)no2)CC1
→ x | 22% | 3% | 28% | -8% | 1 | -1% | -1% | -6%
COC(=O)c1ccc(Nc2cc(C)nc(-c3ccccc3O)n2)cc1
→ 7%[12.7 µM] | 28% | u | 10% | u | -1 | 2% | -1% | 5%
Cc1cc(Br)ccc1NC(=O)CN(C)C(=O)C1CCN(c2ncnc3sc(C)c(C)c23)CC1
→ x | 22% | 18% | 35% | -25% | -1 | x | 12% | -7%
Cc1cccc(C(=O)O/N=C2/CC3CCC2(C)C3(C)C)c1 (stereo not drawn)
→ 18%[59 µM] | 72%[activator] | 1% | 17% | 34% | -1 | 16% | -2% | x
O=C(O/N=C(\c1ccccc1)c1ccccn1)c1cccc2ccccc12
→ u | 20% | 7% | 19% | -7% | -8 | u | 6% | 3%
